Screening data deposited in PubChem BioAssay by The Scripps Research Institute Molecular Screening Center.
UHRF1 MBD2 ctr: UHRF1 methyl-DNA binding inhibition | UHRF1 binding to methylated oligo, TR-FRET | inhibition, % at 4.4 µM | 0.75% of 370,000 active | AID 687016; in the data active = inhibition above about 21%;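 note: UHRF1 SRA domain binding a hemimethylated CpG hairpin DNA probe; 0% = median of test compound wells and 100% = reference inhibitor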
LEDGF integ inh: blocks HIV-1 LEDGF/p75-dependent DNA integration. TR-FRET IN-LEDGF/p75 DNA integration, Eu/Cy5. inhibition, % at 3.7 µM. 0.64% of 370,000 active. AID 743269;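 active = inhibition above the screen-wide mean plus 3 SD, cut at about 13% in these data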;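 note: signal is the Cy5 over europium emission ratio at 671 and 618 nm; 0% = plate median of compound wells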
PG9 Ab binder: binds the HIV-1 gp120 antibody PG9; TR-FRET gp120-PG9 antibody binding; inhibition, % at 6.7 µM; 0.43% of 360,000 active; AID 624416; in the data active = inhibition above about 8.5%
DDE Tn7 FP inh: DD(E)-Tn7 binding inhibition, primary FP screen; P02675; FP displacement of FITC-Tn7 peptide from fibrin DD(E); 0% = median of compound wells per plate; inhibition, % at 8.3 µM; 0.13% of 370,000 active;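 active = inhibition above the mean of compounds falling within the control limits plus 3 SD of them, cut at about 14% in these data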;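 note: 0% = plate median of compound wells and 100% = 10 µM Aha-Tn7 peptide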
Target sequence (P02675 whole entry, looked up): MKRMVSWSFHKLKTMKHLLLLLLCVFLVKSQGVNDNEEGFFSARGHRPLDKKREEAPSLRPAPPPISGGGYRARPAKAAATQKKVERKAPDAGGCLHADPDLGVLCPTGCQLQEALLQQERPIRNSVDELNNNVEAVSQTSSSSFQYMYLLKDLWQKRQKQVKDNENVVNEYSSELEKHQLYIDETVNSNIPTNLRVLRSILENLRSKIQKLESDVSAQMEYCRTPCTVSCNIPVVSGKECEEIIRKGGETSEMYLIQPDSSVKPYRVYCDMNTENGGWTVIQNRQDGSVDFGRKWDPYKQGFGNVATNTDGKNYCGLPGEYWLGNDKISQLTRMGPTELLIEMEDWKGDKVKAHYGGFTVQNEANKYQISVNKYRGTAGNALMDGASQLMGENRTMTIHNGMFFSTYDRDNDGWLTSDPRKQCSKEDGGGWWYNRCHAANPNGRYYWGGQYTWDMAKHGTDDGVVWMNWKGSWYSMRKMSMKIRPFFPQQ
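assay system = human clot-derived fibrin DD(E) complex | quantity = Fibrin-DD(E) at 2 µM final | timing = 10 min preincubation, 3 h with tracer, room temperature | signal = fluorescence polarization | measure = percent inhibition | benchmarks = high control wells with 10 µM unlabelled Aha-Tn7 peptide (full inhibition) | replicates = singlicate testing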
HTRA1 inhibitor: inhibitors of human serine peptidase HTRA1. inhibition, % at 5.96 µM. AID 504803. 0.5% of 340,000 active. Q92743. recombinant HTRA1, FP-rhodamine activity-based probe, fluorescence polarization; in the data active = inhibition above about 36%;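 note: 0% = enzyme with DMSO and 100% = wells lacking enzyme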
Target sequence (Q92743 whole entry, looked up): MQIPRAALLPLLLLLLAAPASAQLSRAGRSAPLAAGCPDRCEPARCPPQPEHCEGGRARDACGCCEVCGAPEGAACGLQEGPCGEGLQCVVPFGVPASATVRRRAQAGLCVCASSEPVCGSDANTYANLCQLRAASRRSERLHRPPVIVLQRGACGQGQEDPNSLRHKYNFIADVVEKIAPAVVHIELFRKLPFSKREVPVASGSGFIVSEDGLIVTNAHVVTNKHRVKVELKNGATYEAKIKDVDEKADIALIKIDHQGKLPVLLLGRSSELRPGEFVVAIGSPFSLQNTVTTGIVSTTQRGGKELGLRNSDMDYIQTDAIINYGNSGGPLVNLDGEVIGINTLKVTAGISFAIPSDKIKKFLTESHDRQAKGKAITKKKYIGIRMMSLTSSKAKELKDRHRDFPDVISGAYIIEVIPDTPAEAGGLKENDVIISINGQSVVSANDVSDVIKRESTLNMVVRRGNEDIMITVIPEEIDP
mABHD4 FP: inhibitors of mouse ABHD4 | Q8VD66 | purified mABHD4, FP-Rh probe fluorescence polarization | inhibition, % at 8.92 µM | 0.54% of 370,000 active | AID 720543;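 active = inhibition exceeding the mean over every tested compound plus 3 SD, cut at about 30% in these data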;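 note: 0% = plate median of compound wells and 100% = S159A mutant with DMSO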
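Material: mouse ABHD4 enzyme, wild type; Benchmarks: S159A mutant high control, sample median low control; Buffer or medium: HEPES pH 7.0, NaCl, Pluronic buffer; Signal: fluorescence polarization; Read-out: percent inhibition of probe binding, normalized to plate controls; Timing: pre-incubation 45 min, probe exposure 60 min, at 25 °C; Dosing: 8.92 µM, single dose.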
TCR CD3 inh: human TCR-CD3 binding inhibition; TAMRA-labeled TCR probe fluorescence, biochemical; inhibition, % at 9.4 µM; 0.37% of 360,000 active; in the data active = inhibition above about 19%;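 note: recombinant mutant TCR 2C K166C tagged with TAMRA read by polarization; 0% = receptor in buffer alone and 100% = receptor with positive control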
SIAE inh: human SIAE inhibition, primary screen | 0.69% of 370,000 active | Q9HAT2 | SIAE FP-Rh probe binding, fluorescence polarization | AID 1053197 | inhibition, % at 9.66 µM;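 active = inhibition above a cutoff: mean of compounds within the control limits plus 3 SD of those, cut at about 17% in these data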;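 note: 0% = plate median of compound wells and 100% = probe without SIAE protein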
TDP2 absorb: blocks human TDP2 phosphodiesterase activity; recombinant TDP2, T5PNP hydrolysis, p-nitrophenol absorbance 415 nm; inhibition, % at 12.8 µM; O95551; AID 720702; 0.34% of 370,000 active;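 active = inhibition above the mean of all tested compounds plus 3 SD, set per campaign, cut at about 25% in these data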;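 note: 0% = DMSO with enzyme and 100% = buffer with substrate but no TDP2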
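Assay system: Recombinant human TDP2 | Quantity: 120 nM TDP2 per well | Incubation: 2 h at 37 °C | Signal: Epi absorbance | Evaluation: Percent inhibition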
PRMT1 inh: inhibitors of human PRMT1. Q99873. recombinant PRMT1, activity-based probe fluorescence polarization. inhibition, % at 2.79 µM. 1.3% of 370,000 active;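 active = inhibition above about 21% made by adding two undisclosed values, limit read from the data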
Active calls of the source: *; x = no result given.

SMILES | UHRF1 MBD2 ctr | LEDGF integ inh | PG9 Ab binder | DDE Tn7 FP inh | HTRA1 inhibitor | mABHD4 FP | TCR CD3 inh | SIAE inh | TDP2 absorb | PRMT1 inh
COc1cccc(Nc2c([N+](=O)[O-])cncc2[N+](=O)[O-])c1 | -2.1 | -0.7 | -2.9 | -8.7 | -7.3 | -2.9 | -3.2 | -3.1 | -11.2 | -3.2
Nc1c(C(=O)CSc2ccccn2)c(=O)[nH]c(=O)n1C1CC1 | 2.5 | 0.8 | 0.7 | 5.5 | 5.2 | -4.4 | -6.2 | 4.0 | -1.4 | 1.4
Cc1ccc(C(=O)Nc2c[nH]c(=O)[nH]c2=O)cc1 | 2.3 | 5.8 | -0.5 | -3.6 | 3.8 | 0.1 | -0.3 | 2.0 | 23.4 | -0.1
O=C(OCCc1cc2ccccc2c(=O)o1)c1cccc(Br)c1 | -0.6 | 0.0 | 0.4 | 1.4 | -32.8 | -12.6 | -2.9 | -2.4 | 9.0 | -1.8
S=C1NCCOCCOCCOCCOCCN1 | 5.7 | -1.6 | 0.0 | 7.0 | 6.9 | -10.0 | -11.0 | -4.6 | -6.4 | 1.3
Nc1ccc(Br)cc1C(=O)O | -1.5 | 1.5 | -1.2 | -13.7 | -0.7 | -4.9 | 5.6 | -6.4 | 1.3 | -1.4
CCn1c(SCC(=O)Nc2ccc3c(c2)OCCO3)nnc1C(C)C | -0.4 | -1.9 | 1.8 | 7.8 | 1.2 | 2.2 | -5.1 | -3.4 | 11.2 | 2.3
COC(=O)c1cc(NC(=O)CSc2nnc(N)s2)ccc1Cl | 2.5 | 1.4 | -3.2 | -2.1 | -5.4 | 3.5 | -0.8 | -1.8 | 5.4 | 1.1
CCOC(=O)c1cnc(SCC(=O)Nc2ccc3c(c2)OCCO3)nc1N | 0.4 | 0.1 | -0.6 | -4.1 | -8.2 | -18.1 | 1.9 | -1.0 | 1.9 | -2.6
NC(=O)C1CC(=O)N(c2ccc(OCC(=O)N3CCCC3)cc2)C1 (stereo not given) | -0.8 | 0.5 | -1.0 | -1.9 | -9.7 | 2.3 | 5.4 | 8.6 | 2.4 | 0.6
O=C(NCc1ccccc1)c1cc(C2CCCN(S(=O)(=O)c3cccs3)C2)on1 (stereo not given) | 5.3 | 2.0 | -2.2 | -0.6 | x | -15.0 | -0.8 | 0.2 | -4.9 | -0.8
CCOc1ccc(NC(=O)CCNS(=O)(=O)c2ccc3c(c2)CCC(=O)N3)cc1 | -0.5 | 2.6 | -0.3 | -1.2 | 2.0 | -0.5 | -2.4 | 11.5 | 10.6 | -2.8
O=C(COc1ccc2c3c(c(=O)oc2c1)CCC3)N[C@@H](CSCc1ccccc1)C(=O)O | 0.1 | -1.5 | -0.8 | 4.7 | -8.6 | 1.3 | 4.3 | 1.1 | 0.1 | -4.6
CCOc1ccc(C(=O)NCC(=O)NCCSc2ccc(Br)cc2)cc1OCC | -0.5 | 4.4 | 1.3 | -0.7 | -8.1 | -7.2 | -4.5 | 0.2 | -8.8 | 5.0
COc1ccc(CN2CCN(Cc3ccc(C(F)(F)F)cc3)CC2)c(OC)c1 | -1.3 | 2.6 | -1.6 | 5.2 | -5.0 | 15.5 | 0.5 | -0.3 | 3.3 | -0.7
COc1ccc(NC(=O)c2cc(Br)c(Br)s2)cn1 | -0.6 | -4.4 | -0.9 | -2.7 | -32.7 | -22.0 | 2.1 | -18.2 | -0.9 | -3.6
CC(C)[C@H](NC(=O)c1ccccc1Cl)C(=O)NC1CCCCCC1 | -1.6 | 4.4 | -0.8 | -6.3 | 0.3 | 2.3 | -5.3 | 3.9 | -5.5 | -4.6
CC(C)n1c(SCC(=O)N2CCN(C)CC2)nc2c1c(=O)n(C)c(=O)n2C | -1.0 | 4.0 | -1.5 | -3.0 | 1.4 | -1.4 | 8.0 | 0.5 | 6.0 | -0.2
Cc1nn2cc(-c3ccc(Cl)cc3)cnc2c1Cl | 0.6 | -8.7 | 0.4 | 7.7 | 1.4 | -1.7 | -7.7 | -2.3 | 0.4 | 2.1
COc1ccccc1/C=C/C(=O)Nc1cccc(S(=O)(=O)NC2=NCCCCC2)c1 | 1.1 | -9.6 | -2.6 | -6.7 | -23.0 | -4.0 | -5.6 | -8.5 | 0.5 | 2.4

Full records, looked up by structure. Values in the order: UHRF1 MBD2 ctr	LEDGF integ inh	PG9 Ab binder	DDE Tn7 FP inh	HTRA1 inhibitor	mABHD4 FP	TCR CD3 inh	SIAE inh	TDP2 absorb	PRMT1 inh
Entry for CC(C)[C@H](NC(=O)c1ccccc1Cl)C(=O)NC1CCCCCC1 = -1.6	4.4	-0.8	-6.3	0.3	2.3	-5.3	3.9	-5.5	-4.6
Entry for Cc1nn2cc(-c3ccc(Cl)cc3)cnc2c1Cl = 0.6	-8.7	0.4	7.7	1.4	-1.7	-7.7	-2.3	0.4	2.1

(next part)
SMILES | UHRF1 MBD2 ctr | LEDGF integ inh | PG9 Ab binder | DDE Tn7 FP inh | HTRA1 inhibitor | mABHD4 FP | TCR CD3 inh | SIAE inh | TDP2 absorb | PRMT1 inh
CCN(CC)S(=O)(=O)c1ccc(NC(=O)Nc2cccc(C(F)(F)F)c2)cc1 | 0.9 | 1.6 | 0.9 | -4.7 | -133.1 | -235.1 | 81.2* | -335.0 | -13.9 | 3.9
Cc1cc(NC(=O)c2csc([C@@H]3O[C@H](CO)[C@H](O)[C@H](O)[C@H]3O)n2)n(C)n1 | -3.0 | 1.5 | 0.3 | -5.7 | x | -6.6 | 2.9 | 2.5 | 1.6 | -2.6
OC[C@@H]1CN(Cc2ccc(-c3ccccc3)cc2)C[C@H](n2cnc3c(N4CCCC4)ncnc32)O1 | 0.3 | -0.8 | -0.5 | -4.0 | x | -2.7 | 4.1 | 3.1 | -10.5 | 1.4
O=C(COC(=O)C12CC3CC(CC(O)(C3)C1)C2)Nc1ccccc1OC(F)F | 0.4 | -1.1 | 1.0 | -1.6 | 4.5 | 6.2 | -0.1 | -2.5 | 11.3 | -0.3
COc1cc(C(CC(=O)O)n2cnnn2)ccc1OC(C)C (stereo not given) | 0.8 | -4.1 | 1.7 | -0.4 | x | 3.5 | 0.2 | 9.3 | 11.5 | 3.2
Cc1cccc(Cn2c(-c3ccc[nH]c3=O)nc3ccccc32)c1 | -2.6 | -2.2 | -0.2 | 0.2 | 9.5 | 6.1 | 0.6 | 1.9 | 3.1 | 1.1
O=C(NC(=S)N1CCOCC1)c1cn(-c2ccccc2)nc1-c1ccc(F)cc1 | -2.9 | 3.6 | -0.1 | 7.8 | 4.6 | 3.2 | -6.1 | 28.1* | 5.0 | -3.9
COc1ccc(C2C(C(=O)N3CC(C)CC(C)C3)c3ccccc3C(=O)N2C)cc1 (stereo not given) | 1.6 | -3.9 | 0.1 | -2.2 | -2.2 | 0.5 | 0.0 | -3.8 | -13.9 | -0.1
O=C(O)CCC(C(=O)O)N1C(=O)C2C3CCC(C3)C2C1=O (stereo not given) | -0.6 | -2.3 | 0.6 | 5.1 | 1.8 | 5.6 | -6.0 | 11.5 | 2.3 | -2.7
CCOc1cccc(/C=N/NC(=S)Nc2cc(S(=O)(=O)N3CCOCC3)ccc2N2CCOCC2)c1O | -9.4 | -3.0 | 0.7 | 4.0 | 9.0 | 13.7 | 21.3* | 8.5 | -13.6 | -3.6
COc1ccccc1C(=O)N/C(=C\c1ccc2c(c1)OCO2)C(=O)NCCc1nc2ccccc2[nH]1 | -4.2 | -2.3 | 0.1 | -8.4 | -0.3 | -1.3 | -0.7 | 6.1 | 2.3 | -0.1
C[C@@H]1CN([C@@H](C)CO)C(=O)c2cccc(NC(=O)Nc3cccc4ccccc34)c2O[C@H]1CN(C)S(=O)(=O)c1ccc2c(c1)OCCO2 | -3.1 | 2.0 | x | -1.2 | x | -16.8 | x | -5.4 | -0.3 | -1.2
NC(=O)NC1NC(=O)NC1=O (stereo not given) | 0.2 | 1.0 | -1.1 | -0.1 | 2.7 | 4.5 | 3.6 | -1.0 | 0.8 | 0.4
O=C(COc1ccccc1C(=O)c1cnn(-c2ccccc2)c1)Nc1ccccc1 | -3.3 | 1.3 | -1.1 | -1.0 | -20.6 | -0.4 | 6.7 | -6.9 | 3.4 | -3.6
CCOC(=O)[C@@H]1[C@H]2COc3ccc(Br)cc3[C@@H]2N2C(=O)N(c3ccc(Cl)cc3)C(=O)[C@]12C | 4.0 | 3.5 | 1.2 | 10.8 | -11.4 | -3.0 | -5.5 | -6.9 | 2.6 | 3.0
Cc1ccc(OCC(=O)Nc2cccc(S(=O)(=O)N3CCCCCC3)c2)c([N+](=O)[O-])n1 | 3.2 | -0.8 | -2.0 | -3.1 | -8.8 | -7.6 | -1.1 | -5.4 | -10.5 | -4.4
CCCCN1C(=O)C(CC(=O)NCc2ccco2)CC(C(=O)N(C)C)=C1C (stereo not given) | 8.5 | -1.9 | -0.8 | 1.4 | 1.7 | -2.5 | -1.4 | 3.8 | 9.0 | 7.7
O=[N+]([O-])c1cc2c(cc1CN1CCN(c3ccccc3)CC1)OCO2 | -5.7 | 4.2 | -2.5 | -4.8 | -7.7 | 14.3 | 2.8 | 9.3 | -3.8 | 3.7
COc1ccc(CN(C)C(=O)c2oc3ccccc3c2CSC)cc1F | -2.0 | 0.7 | -3.1 | -0.8 | -16.8 | 1.8 | -0.1 | 4.8 | 1.8 | 2.9
O=C(O)Cn1nc2c3c(cccc3c1=O)-c1ccccc1-2 | -17.3 | 2.9 | -0.5 | 3.9 | 8.2 | 0.3 | 3.3 | 1.7 | -2.9 | -6.4
CCOc1ccc2c(c1)C(C)=CC(C)(C)N2S(=O)(=O)c1ccc(F)cc1 | 1.9 | -1.9 | 0.2 | 1.4 | -6.9 | 7.5 | -4.4 | -1.4 | -9.7 | 3.0
CCc1oc(C(=O)OC)cc1CSC(=N)N | 1.4 | 4.3 | 0.8 | -2.3 | 3.1 | -5.8 | -1.4 | 4.6 | -10.8 | 14.8
COc1ccc(NS(=O)(=O)N2CCOCC2)cc1 | 3.7 | 0.1 | -2.0 | 3.0 | 5.4 | -3.5 | 2.0 | -4.6 | 4.2 | 0.0
O=c1c(OC2OC(CO)C(O)C(O)C2OC2OC(CO)C(O)C(O)C2OC2OC(CO)C(O)C(O)C2O)c(-c2ccc(O)c(O)c2)oc2cc(O)cc(O)c12 (stereo not given) | 1.4 | 5.3 | -4.0 | -7.6 | 5.5 | 10.0 | 0.9 | 13.2 | 0.0 | -1.4
CCn1c(SCC(=O)N/N=C/C=C\c2ccccc2[N+](=O)[O-])nc2ccccc21 | -2.3 | -2.1 | -1.1 | -3.6 | -5.0 | 13.1 | -2.9 | 3.3 | 13.0 | 2.6
C/C(=N\NC(=O)c1cccc(Cl)c1)C1C(=O)c2ccccc2C1=O | 2.3 | 1.8 | -3.0 | -2.9 | 35.4 | 18.5 | 14.3 | 1.4 | -13.0 | 3.8
Cc1ccccc1-c1nn[nH]n1 | 1.7 | -2.3 | -1.0 | 2.1 | 6.2 | -2.3 | -10.8 | 3.8 | -4.5 | -0.2
